Assay outcomes from PubChem BioAssay.
DAX1 inh-1 = inhibitors of human orphan nuclear receptor DAX1 (NR0B1); HEK293 Gal4-DAX1 luciferase reporter, luminescence; inhibition, % at 6.75 µM; actives 0.99% (n = 340,000); AID 504766;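 active means inhibition above the mean over all tested compounds plus 3 SD, cut at about 4.2% in these data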;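 further: 0% = DAX1-transfected cells with DMSO and 100% = empty-vector control cells with DMSO; inhibition shows as a rise in luminescence from relieved DAX1 repression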
Target sequence (P51843 207-470 limits assumed): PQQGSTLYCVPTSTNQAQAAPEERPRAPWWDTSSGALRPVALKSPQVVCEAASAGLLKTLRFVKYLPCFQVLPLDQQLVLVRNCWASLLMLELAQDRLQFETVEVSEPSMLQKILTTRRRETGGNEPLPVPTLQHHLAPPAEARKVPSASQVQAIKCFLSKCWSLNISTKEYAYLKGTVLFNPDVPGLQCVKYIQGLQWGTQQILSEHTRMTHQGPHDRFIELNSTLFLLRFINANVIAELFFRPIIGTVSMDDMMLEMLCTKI
ADAM17 inh = inhibits human ADAM17. P78536. inhibition, % at 6.95 µM. recombinant ADAM17, EDANS/DABCYL FRET peptide cleavage. actives 0.83% (n = 370,000);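 active means inhibition above the mean of compounds lying between control limits plus 3 SD, set per campaign, cut at about 8.5% in these data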;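 further: 0% = DMSO-only wells as the low control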
DAX1 inh-2 = inhibitors of DAX1 repression of SF-1 activated StAR promoter. inhibition, % at 6.8 µM. HEK293T StAR-luciferase reporter, SF-1/DAX-1 repression relief. actives 1.1% (n = 370,000). AID 652010;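 active means inhibition above the mean over all tested compounds plus 3 SD, cut at about 3.6% in these data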;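 further: 0% = DAX-1 cells with DMSO and 100% = cells lacking DAX-1 with DMSO; higher inhibition means more luminescence from relief of DAX-1 repression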
ssDAF12 agonist = activates DAF-12 receptor from parasite S. stercoralis. HEK293 ssDAF-12/GRIP1 lit1-tk-luc reporter, luminescence; % of 3 µM dafachronic acid response. activation, % at 6.8 µM. actives 1% (n = 370,000);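 active means activation above the mean over all tested compounds plus 3 SD, cut at about 0.9% in these data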;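 further: 0% = DMSO-only wells and 100% = 3 µM delta7-dafachronic acid wells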
GAA850 FXN act = frataxin GAA850 promoter activation. activation, % at 6 µM. actives 0.56% (n = 360,000). HEK293 lucGAA850 FXN promoter luciferase reporter, 24 h; percent of 10 µM SAHA response;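 active means activation above the average of all compounds screened plus 3 SD, cutoff fixed separately per campaign, cut at about 7.5% in these data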;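 further: 0% = DMSO wells and 100% = 10 µM SAHA wells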
SMARCA2 activ = SMARCA2 function activation, primary screen. actives 1% (n = 370,000). MG213 cells, MMTV-luciferase reporter, dexamethasone, overnight. AID 652017. activation, % at 9.1 µM; in the data active means activation above about 7.8%;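 further: 0% = vehicle wells and 100% = reference activator wells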
hgDAF12 agonist = hgDAF-12 agonism, primary luciferase screen. HEK293 GAL4-hgDAF12 UAS-luciferase reporter, agonist luminescence; normalized to butyrate control. activation, % at 6.8 µM. actives 1.8% (n = 370,000). AID 687014;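 active means activation above a cutoff set at the mean of all screened compounds plus 3 SD, cut at about 10% in these data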;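 further: 0% = DMSO wells and 100% = sodium butyrate wells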
PG9 binder = binds the HIV-1 gp120 antibody PG9; TR-FRET gp120-PG9 antibody binding; inhibition, % at 6.7 µM; actives 0.43% (n = 360,000); AID 624416; in the data active means inhibition above about 8.5%
ADAM10 inh = ADAM10 inhibition, QFRET primary screen. O14672. recombinant ADAM10, EDANS/DABCYL FRET peptide cleavage, 3 h. actives 0.62% (n = 370,000). inhibition, % at 7 µM;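 active means inhibition above a per-campaign cutoff equal to the mean of compounds falling between control-based bounds plus 3 SD, cut at about 20% in these data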;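 further: 0% = DMSO wells while the 100% control is not disclosed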
Target sequence (O14672 214-748 limits assumed): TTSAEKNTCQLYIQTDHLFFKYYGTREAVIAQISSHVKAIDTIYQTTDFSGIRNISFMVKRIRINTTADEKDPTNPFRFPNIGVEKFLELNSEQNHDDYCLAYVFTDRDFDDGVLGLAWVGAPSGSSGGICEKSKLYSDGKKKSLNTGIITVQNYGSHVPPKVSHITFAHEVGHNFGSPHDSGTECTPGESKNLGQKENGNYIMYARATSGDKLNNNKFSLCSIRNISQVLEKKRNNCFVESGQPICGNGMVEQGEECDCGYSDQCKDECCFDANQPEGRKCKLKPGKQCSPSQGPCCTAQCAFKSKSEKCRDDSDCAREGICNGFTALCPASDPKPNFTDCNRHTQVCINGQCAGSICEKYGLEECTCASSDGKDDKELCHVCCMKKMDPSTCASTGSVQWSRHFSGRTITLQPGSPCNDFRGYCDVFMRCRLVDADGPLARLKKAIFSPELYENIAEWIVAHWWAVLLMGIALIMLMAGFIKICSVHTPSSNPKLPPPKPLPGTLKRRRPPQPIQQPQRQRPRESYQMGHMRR
NPR1 activator = GC-A (human) enzyme activation; P16066; HEK293 GC-A cells, cGMP TR-FRET, EC30 ANP; 0% at EC30 ANP, 100% saturating ANP; activation, % at 10 µM; actives 0.14% (n = 370,000); in the data active means activation above about 40%
hcDAF-12 act = H. contortus DAF-12 activation, primary screen. HEK293 hcDAF-12 lit1-tk-luc reporter, luminescence; 0% DMSO, 100% Δ7-dafachronic acid. activation, % at 6.8 µM. actives 1.4% (n = 370,000). AID 652067;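 active means activation above the mean of all tested compounds plus 3 SD, cut at about 5.5% in these data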;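 further: 100% = response to 3 µM Δ7-dafachronic acid high control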
* = called active by the depositor; . = not tested or not shown.

Sequence of screens: DAX1 inh-1	ADAM17 inh	DAX1 inh-2	ssDAF12 agonist	GAA850 FXN act	SMARCA2 activ	hgDAF12 agonist	PG9 binder	ADAM10 inh	NPR1 activator	hcDAF-12 act
[1] CC(C)c1ccc(NC(=S)Nc2ccc(OC(F)(F)F)cc2)cc1
 : 0.2	-1	0.1	-1.1	0.0	2	0.1	0.3	-7	7	-0.3
[2] COc1ccccc1/C=N/N1C(=O)C2C3C=CC(CC3)C2C1=O (stereo not given)
 : -0.1	-1	0.0	-1.4	2.4	-2	-1.1	0.9	4	-5	-1.0
[3] Cc1cccc(NC(=O)c2nc[nH]c2C(=O)N[C@H](C)CO)c1
 : 0.7	-6	-1.9	-0.9	1.9	-4	0.3	-3.4	-13	-4	-0.6
[4] O=C(O)/C(=C\c1cccs1)Sc1nnc(-c2ccc(F)cc2)o1
 : 0.5	2	-0.3	-0.8	2.3	2	-1.1	-0.2	8	3	-0.5
[5] Cc1ccc(N(C(=O)c2cnccn2)C(C(=O)NC2CCCCC2)c2ccc(O)cc2)cc1 (stereo not given)
 : -0.6	-3	0.3	-0.9	1.3	-2	4.7	-1.0	2	-2	-0.8
[6] O=C(O)C1C=CCC(C(=O)O)C1 (stereo not given)
 : 0.2	2	0.1	2.4*	-0.1	-2	-0.4	-1.7	-7	2	-0.1
[7] O=C(CCOc1ccccc1)Nc1ccc(Br)cc1
 : 2.1	2	0.9	-0.8	3.2	11*	5.5	0.0	14	0	2.9
[8] O=C(COC(=O)CN1C(=O)C2CCCCC2C1=O)Nc1cc(S(=O)(=O)N2CCOCC2)ccc1Cl (stereo not given)
 : -1.6	1	0.6	-1.8	0.7	-1	-1.0	0.1	-2	1	0.3
[9] CCN(CC)S(=O)(=O)c1ccc(N(C)Cc2ccc(C(F)(F)F)cc2)nc1
 : -2.5	7	-3.6	-2.1	1.4	-2	-8.4	-0.8	10	0	-1.6
[10] CC(=O)OCC(=O)Nc1ccc(Cl)cc1Cl
 : 0.1	3	0.6	-1.1	0.1	-3	-2.4	1.9	9	-3	-3.1
[11] O=C(NN=Cc1ccc(N2CCOCC2)s1)c1ccc([N+](=O)[O-])cc1
 : 1.2	2	-2.6	-1.6	-3.6	1	2.0	-17	4	-14	-0.4
[12] Cc1ccc(S(=O)(=O)NCc2ccc(C(=O)NC3CCC(C)CC3)cc2)cc1 (stereo not given)
 : -0.4	-1	-0.6	-1.6	0.9	-2	-1.1	-1.2	4	-2	0.2
[13] Cc1cc(N2CCN(C3CCCC3)CC2)n2c(nc3ccccc32)c1C#N
 : 0.5	-73	0.3	-1.4	1.9	-1	3.9	2.0	-213	0	-1.1
[14] O=C(O)c1ccc(NC(=O)c2cccc(N3C(=O)C4C5CCC(C5)C4C3=O)c2)cc1 (stereo not given)
 : -0.2	0	0.2	-0.7	0.6	-2	-1.0	-1.5	7	3	-0.2
[15] CC(C)(C)c1ccc(S(=O)(=O)N2CCN(C(=O)C(=O)c3cccc(C(F)(F)F)c3)CC2)cc1
 : .	-2	0.9	-1.3	.	-2	1.2	-0.8	2	-1	-1.1

5 of the entries above in order of their number in PG9 binder, smallest number first.
#	Compound	PG9 binder
14	O=C(O)c1ccc(NC(=O)c2cccc(N3C(=O)C4C5CCC(C5)C4C3=O)c2)cc1 (stereo not given)	-1.5
12	Cc1ccc(S(=O)(=O)NCc2ccc(C(=O)NC3CCC(C)CC3)cc2)cc1 (stereo not given)	-1.2
9	CCN(CC)S(=O)(=O)c1ccc(N(C)Cc2ccc(C(F)(F)F)cc2)nc1	-0.8
7	O=C(CCOc1ccccc1)Nc1ccc(Br)cc1	0.0
1	CC(C)c1ccc(NC(=S)Nc2ccc(OC(F)(F)F)cc2)cc1	0.3

Exported field by field: part of the list above
[13] Cc1cc(N2CCN(C3CCCC3)CC2)n2c(nc3ccccc32)c1C#N
  DAX1 inh-1: 0.5; ADAM17 inh: -73; DAX1 inh-2: 0.3; ssDAF12 agonist: -1.4; GAA850 FXN act: 1.9; SMARCA2 activ: -1; hgDAF12 agonist: 3.9; PG9 binder: 2.0; ADAM10 inh: -213; NPR1 activator: 0; hcDAF-12 act: -1.1
[8] O=C(COC(=O)CN1C(=O)C2CCCCC2C1=O)Nc1cc(S(=O)(=O)N2CCOCC2)ccc1Cl (stereo not given)
  DAX1 inh-1: -1.6; ADAM17 inh: 1; DAX1 inh-2: 0.6; ssDAF12 agonist: -1.8; GAA850 FXN act: 0.7; SMARCA2 activ: -1; hgDAF12 agonist: -1.0; PG9 binder: 0.1; ADAM10 inh: -2; NPR1 activator: 1; hcDAF-12 act: 0.3

(further entries)
Sequence of screens: DAX1 inh-1	ADAM17 inh	DAX1 inh-2	ssDAF12 agonist	GAA850 FXN act	SMARCA2 activ	hgDAF12 agonist	PG9 binder	ADAM10 inh	NPR1 activator	hcDAF-12 act
[16] Cc1nc2ccccc2c(=O)n1NC(=O)CCC(=O)O
 : -0.5	-2	0.3	-0.5	-0.7	-3	-0.2	0.0	-22	-1	-0.6
[17] CN(C(=O)CN1CCN(c2cc(-c3ccc(OCc4ccccc4)cc3)ncn2)CC1)c1ccccc1
 : .	1	-4.6	-2.2	-2.6	-5	-7.4	-1.0	-6	-6	-2.7
[18] CN(C)C=NC(=O)c1ccc([N+](=O)[O-])c(CS(=O)(=O)c2ccc(Cl)cc2)c1
 : 0.1	-3	-0.4	-1.4	0.6	0	-1.9	1.9	-5	0	-2.5
[19] O=C(NNC(=O)C1CC(=O)N(Cc2ccccc2)C1)c1ccc(Br)cc1 (stereo not given)
 : 1.1	2	0.4	-0.9	0.7	-2	0.4	3.0	2	1	-0.7
[20] Cc1cccc(N2CCN(C(=O)c3ccc(Cl)c(S(=O)(=O)NCc4ccco4)c3)CC2)c1C
 : -1.0	2	-1.1	-1.3	-2.0	-1	-0.8	-0.6	11	-4	-3.1
[21] FC(F)(F)c1cnc(/C=C/Nc2ccccc2Cl)c(Cl)c1
 : 1.4	2	0.2	-0.8	-1.1	6	0.4	0.8	3	-5	0.8
[22] COc1ccc(CCNC(=O)c2cc3c(=O)n4ccccc4nc3n(CCCN3CCOCC3)c2=N)cc1OC
 : 0.5	-20	0.0	-0.6	-1.3	4	4.5	-0.2	-68	10	1.2
[23] COc1ccc(C(=O)NCCC2=CCCCC2)cc1
 : -3.0	2	5.5*	1.2*	-3.8	0	10	0.6	4	-2	5.6*
[24] O=C(O)c1ccc(NC(=O)c2cccs2)cc1
 : -0.3	7	0.4	-1.7	1.3	-3	0.8	-2.8	10	2	0.0
[25] O=C(NCc1ccccc1)C1CCCN(S(=O)(=O)c2cccc3nsnc23)C1 (stereo not given)
 : -0.2	-2	-0.3	-1.1	1.8	4	0.7	-1.0	6	1	-0.6
[26] COc1cccc(-n2c(SCC(=O)NCCc3ccccc3)nnc2-c2ccoc2C)c1
 : -0.9	-1	-0.5	-0.7	-0.2	-1	-1.1	-0.9	1	-19	-2.6
[27] C=CCn1c(SCC(=O)Nc2cc(C)on2)nnc1-c1ccccc1OC
 : 0.2	-3	0.4	-0.1	0.1	-2	2.5	0.1	2	-2	4.6
[28] Clc1ccccc1C1=CC(c2ccco2)n2ncnc2N1 (stereo not given)
 : 1.4	-122	-0.7	-0.5	3.0	-4	-0.4	-0.6	-460	4	-1.6
[29] Cc1ccc(NC(=S)N(CCN2CCCCC2)Cc2ccco2)cc1Cl
 : 0.4	-5	0.4	-1.7	1.1	-1	-1.0	-0.1	-2	-3	-2.1
[30] COc1ccc(CNC(=O)COc2ccc(S(=O)(=O)N3CCOCC3)cc2C)cc1
 : -0.7	-1	-0.4	-1.6	-1.5	-2	-2.5	-1.4	-1	1	-2.7
[31] Cc1ccc2c(c1)-n1c(nc3ccccc3c1=O)C(Cc1ccccc1)NC2=O (stereo not given)
 : .	0	-0.3	-0.9	.	0	-1.9	-0.7	1	-2	-1.0
[32] S=C(Nc1ccc2c(c1)OCO2)Nc1ccccc1Cl
 : 1.7	-6	0.4	-1.6	0.5	2	2.8	-0.9	-1	4	-0.9
[33] COc1cccc(-n2c(=O)c3sccc3n(CC(=O)NC3CCCC3)c2=O)c1
 : -0.4	-4	-0.5	-0.3	-1.4	-1	-0.6	-1.6	4	-2	-1.1
[34] CCCc1nc2c3ccccc3ccn2c1Cc1cccc(F)c1
 : .	-24	1.9	1.1*	.	-2	9.8	1.1	-114	-3	4.7
[35] CC1(C(=O)Nc2cccc(NS(C)(=O)=O)c2)Cc2c(-c3ccc(C(N)=O)cc3)ccnc2O1 (stereo not given)
 : .	-2	0.1	-0.5	0.1	-4	-1.1	-0.4	1	-1	-0.9
[36] COc1ccc(NC(=O)CC2C(=O)N(c3ccccc3)C(=O)N2CCc2cccs2)cc1 (stereo not given)
 : -0.8	0	1.2	-1.0	2.5	-4	-2.6	-0.7	1	-1	-0.9
[37] CCOC(=O)[C@]12CCCCC/C=C\1N(Cc1ccc(OC)cc1)C(=O)[C@H]2CC(=O)NCc1cccs1
 : .	7	0.2	0.1	.	-3	3.6	.	9	-9	-1.7
[38] c1ccc2[nH]c(CNc3nc(N4CCOCC4)nc4c3ncn4-c3ccsc3)nc2c1
 : .	-6	.	-3.1	.	.	-9.2	.	-10	0	-5.8
[39] COc1cccc(C(O)c2ncc(-c3cccc(C(F)(F)F)c3)[nH]2)c1 (stereo not given)
 : .	10*	1.7	-0.1	1.8	-8	3.3	0.3	-3	-2	-2.6
[40] Cc1cc(C2C(=O)CC(=O)CC2c2ccccc2)on1 (stereo not given)
 : 0.1	-2	-0.8	-0.4	0.1	1	1.4	1.3	-8	1	0.2
[41] CC1=C(CC(=O)c2ccc(Cl)cc2)C(=O)c2ccccc2C1=O
 : 1.4	-1	-0.7	0.2	1.3	-1	2.3	-1.8	6	11	3.1
[42] OCCC1CN(C/C(Cl)=C/c2ccccc2)CCN1C1CCCC1 (stereo not given)
 : -0.3	0	-0.4	-1.1	2.5	2	4.0	-3.2	5	1	-0.8
[43] CC(Sc1ccc(Cl)cc1)C(=O)NNC(=O)c1csc(N2CCOCC2)n1 (stereo not given)
 : -0.1	1	-1.1	-0.8	1.5	-1	2.2	-2.6	-2	-3	1.4
[44] CC(=O)N1Cc2ccccc2C(C)CC12CCCC2 (stereo not given)
 : -1.2	-1	-0.5	-1.6	3.0	1	-2.0	0.1	0	1	-2.6
[45] Cc1cccc(Oc2ccc(NS(=O)(=O)c3ccc(C)c(C(=O)O)c3)cc2)c1
 : 1.1	0	0.0	-1.3	-0.1	-1	-0.6	0.8	-11	2	-0.5

Compounds as they come. About 6.8% of those tested had a hit in this group.
